# Screening results as filed in PubChem.
# MC4R antag cAMP = MC4R antagonists of cAMP signaling, primary screen, cell-based, TR-FRET, antagonist arm of biased-ligand search; AID 540295, 2011; Melanocortin receptor 4 (Homo sapiens), P32245; 0.48% of 360,000 active; MC4R-expressing cells, MTII-stimulated cAMP, LANCE TR-FRET; inhibition, % at 6.5 µM;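 active means inhibition above its plate's cutoff, the mean of tested wells on that plate plus 3 SD, cut at about 29% in these data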;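 further: 0% = Melanotan II alone and 100% = Melanotan II plus saturating MCL0020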
# Target sequence (P32245 whole entry, looked up): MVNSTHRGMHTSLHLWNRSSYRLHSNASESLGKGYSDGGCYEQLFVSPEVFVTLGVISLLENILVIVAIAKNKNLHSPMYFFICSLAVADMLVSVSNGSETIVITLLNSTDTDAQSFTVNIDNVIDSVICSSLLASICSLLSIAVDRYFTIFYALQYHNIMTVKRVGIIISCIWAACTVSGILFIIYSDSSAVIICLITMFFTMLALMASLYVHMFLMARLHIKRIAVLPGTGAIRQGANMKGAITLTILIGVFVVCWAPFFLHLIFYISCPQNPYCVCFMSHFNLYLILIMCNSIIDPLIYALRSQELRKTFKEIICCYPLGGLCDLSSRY
#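 System: U2OS cells stably expressing human melanocortin 4 receptor (MC4R). Reagent: Melanotan II challenge after compound preincubation. Doses: 6.5 µM. Times: 30-min compound, 1-h challenge, 1-h detection, room temperature. Measured by: TR-FRET with Eu-cAMP and labeled anti-cAMP, 671 nm. Replicates: singlicate.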
# iPSC survival up = enhancers of single-cell hiPSC survival, primary screen, ATPlite luminescence; AID 602274, 2012; survival enhancement, % at 20 µM; 100% = ROCK inhibitor wells, 0% = DMSO; 0.044% of 360,000 active; in the data active means survival enhancement above about 18%;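 further: cells exposed to compounds for 16 hours before the ATP read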
# ABCB6 inh MLPCN = ABCB6 transporter inhibitors, primary screen, K562-ABCB6 cells, flow cytometry, MLPCN library; ATP-binding cassette sub-family B member 6 (Homo sapiens), Q9NP58; K562-ABCB6 porphyrin accumulation, 1 h; active compounds read low; fluorescence ratio to DMSO, % at 10 µM; 0.19% of 360,000 active;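 active means fluorescence ratio to DMSO below 75%, the collection mean minus 3 SD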;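 further: signal is porphyrin accumulated inside mitochondria; 100% equals median channel fluorescence of DMSO control wells; lower ratio means ABCB6 inhibition with less porphyrin fluorescence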
# Granule exo inh = LAMP-1 surface exposure blockers, TALL-104 cells – cell-based, flow cytometry, MLPCN library, primary screen; TALL-104 LAMP-1 surface exposure; cells stimulated with thapsigargin and PMA; inhibition, % at 10 µM; 0.66% of 360,000 active; AID 651702, 2012;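 active means inhibition above about 55%, limit read from the data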
# N-glyco inh = increase of ERlucT glycosylation luciferase signal, primary screen, N-linked glycosylation inhibitor project, D54 ERlucT cells, luminescence, set 2 | reporter increase, % at 12.5 µM | D54 ERlucT glycosylation luciferase reporter, 24 h; percent of 100 nM tunicamycin response | 0.23% of 360,000 active;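 active means mean luciferase reporter signal, scaled so untreated is 0 and the glycosylation-blocking control 100, at or above a set limit in every replicate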;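 further: luciferase carries N-glycosylation sites so blocking glycosylation raises the light; 0% = median of neutral control wells and 100% = median of 100 nM tunicamycin wells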
# MC4R barr agon = MC4R agonists recruiting beta-arrestin, primary screen, cell-based, luminescence, agonist arm of biased-ligand search; 0.98% of 360,000 active; U2OS MC4R beta-arrestin complementation; percent of melanotan II response, DMSO zero; Melanocortin receptor 4 (Homo sapiens), P32245; activation, % at 8.9 µM; AID 540308, 2011;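 active means activation above a per-plate cutoff, the mean activation of sample wells on that plate plus 3 SD, cut at about 8% in these data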
# ABHD5-PLIN5 inh = ABHD5-PLIN5 interaction inhibitors, primary screen, cell lysate, split luciferase complementation, luminescence; 0.78% of 360,000 active; Split G. princeps luciferase complementation, 4 h; Perilipin-5 (Homo sapiens) + 1-acylglycerol-3-phosphate O-acyltransferase ABHD5 (Homo …; inhibition, % at 4 µM;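 active means inhibition above the mean inhibition across every tested compound plus 3 SD, cut at about 22% in these data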;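 further: 0% = DMSO only wells and the 100% control is not disclosed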
# aDG glyco act = activators of alpha-DG glycosylation, primary screen, uHTS, Pro5-aDG cells, AlphaScreen. alpha-DG glycosylation AlphaScreen (IIH6); 0% Pro5, 100% B10-LARGE cell signal. activation, % at 10 µM. 0.22% of 360,000 active;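 active means activation of at least 8% versus controls, or a plate z-score of at least 8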;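 further: Pro5 are CHO cells carrying HIG-tagged alpha-DG that lacks glycosylation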
# H9c2 protect = cardioprotection against H2O2-induced cell death, primary screen, uHTS, H9c2 cells, ATPLite luminescence; 0.63% of 360,000 active; AID 588492, 2011; H9c2 cardiomyocytes, H2O2 injury protection, 2 h; protection from H2O2 cell death, % at 20 µM;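 active means compounds giving at least 50% protection of heart cells from peroxide-induced death in the single-dose screen, raw or plate-pattern-corrected value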;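 further: 0% = DMSO wells with peroxide and 100% = DMSO wells without peroxide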
# m5-HT2A agonist = mouse Htr2a agonists via beta-arrestin recruitment, primary screen, cell-based, luminescence; activation, % at 7.6 µM; 0.66% of 360,000 active; CHO-K1 mHTR2A beta-arrestin complementation; percent of 30 µM serotonin response;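 active means activation above a run cutoff, the mean activation of all tested compounds plus 3 SD, cut at about 14% in these data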;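 further: 0% = plate median of compound wells and 100% = 30 µM serotonin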
# Target sequence (P35363 whole entry, looked up): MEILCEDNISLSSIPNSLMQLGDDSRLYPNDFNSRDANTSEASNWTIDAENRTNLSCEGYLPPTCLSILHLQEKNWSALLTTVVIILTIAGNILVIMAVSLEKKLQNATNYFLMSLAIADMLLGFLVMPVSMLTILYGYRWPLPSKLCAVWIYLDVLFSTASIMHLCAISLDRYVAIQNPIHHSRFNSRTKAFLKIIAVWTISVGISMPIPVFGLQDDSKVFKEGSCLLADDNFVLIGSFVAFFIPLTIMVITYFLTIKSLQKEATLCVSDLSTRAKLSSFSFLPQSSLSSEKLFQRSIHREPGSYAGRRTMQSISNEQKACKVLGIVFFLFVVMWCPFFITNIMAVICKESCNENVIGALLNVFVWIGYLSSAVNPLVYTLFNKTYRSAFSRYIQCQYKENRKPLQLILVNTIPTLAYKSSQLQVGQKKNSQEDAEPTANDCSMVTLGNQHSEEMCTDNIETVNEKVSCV
# The depositor's hits bear a star; . = no result given.
SMILES,MC4R antag cAMP,iPSC survival up,ABCB6 inh MLPCN,Granule exo inh,N-glyco inh,MC4R barr agon,ABHD5-PLIN5 inh,aDG glyco act,H9c2 protect,m5-HT2A agonist
CCc1ccc(-n2c(SCC(=O)N3Cc4ccccc4CC3C(=O)O)nnc2-c2ccncc2)cc1 (stereo unspecified),-4,7.8,100,3,0,-1.8,0,-0.1,1,1
CCCCNS(=O)(=O)c1ccc(OC)c(C)c1,5,1.9,97,2,-2,-0.2,-1,-0.2,-8,1
COC(=O)C1=C(Nc2cc(Cl)cc(Cl)c2)CSC1,5,0.5,93,-10,0,0.8,5,-0.1,-2,9
Cc1nc(NC(=O)c2ccccc2)sc1-c1csc(N)n1,1,2.6,94,-2,-1,1.3,-20,0.0,-1,-2
COc1ccc(OC)c(/C=N/NC(=O)c2ccc(N(C)S(=O)(=O)c3ccccc3)cc2)c1,17,-2.0,100,4,-1,-1.2,1,-0.6,2,-3
CCOC(=O)N1CCC(NC(=O)CCC(=O)N2CC(C)Oc3ccc(Cl)cc32)CC1 (stereo unspecified),1,1.3,87,1,1,-2.3,-4,0.0,7,-3
COc1ccc(-n2c(SCC(=O)N3CCc4ccccc43)nnc2-c2c[nH]c3ccccc23)cc1,7,-1.1,98,2,1,-0.9,1,-0.2,17,5
CC(O)c1cccc(NC(=O)CCC(=O)O)c1 (stereo unspecified),-4,1.4,94,4,0,-1.3,-9,-0.3,4,1
COCCCNCC(O)COc1cccc2[nH]c(C)cc12 (stereo unspecified),-3,5.1,97,-1,1,-1.8,0,-0.2,4,1
CCCOC(=O)c1c(NC(=O)CSc2nc(-c3ccco3)cc(C(F)(F)F)n2)sc(C(=O)OC)c1C,4,3.5,100,-7,-8,0.9,-2,-0.4,-4,0

# Another view of two compounds above.
CCOC(=O)N1CCC(NC(=O)CCC(=O)N2CC(C)Oc3ccc(Cl)cc32)CC1 (stereo unspecified)
  MC4R antag cAMP = 1
  iPSC survival up = 1.3
  ABCB6 inh MLPCN = 87
  Granule exo inh = 1
  N-glyco inh = 1
  MC4R barr agon = -2.3
  ABHD5-PLIN5 inh = -4
  aDG glyco act = 0.0
  H9c2 protect = 7
  m5-HT2A agonist = -3
Cc1nc(NC(=O)c2ccccc2)sc1-c1csc(N)n1
  MC4R antag cAMP = 1
  iPSC survival up = 2.6
  ABCB6 inh MLPCN = 94
  Granule exo inh = -2
  N-glyco inh = -1
  MC4R barr agon = 1.3
  ABHD5-PLIN5 inh = -20
  aDG glyco act = 0.0
  H9c2 protect = -1
  m5-HT2A agonist = -2

# Following part:
SMILES,MC4R antag cAMP,iPSC survival up,ABCB6 inh MLPCN,Granule exo inh,N-glyco inh,MC4R barr agon,ABHD5-PLIN5 inh,aDG glyco act,H9c2 protect,m5-HT2A agonist
COC(=O)C1=C(C(=O)OC)C(c2cc(Br)ccc2O)c2sc(=O)[nH]c2S1 (stereo unspecified),10,0.1,105,7,0,-2.2,-7,-0.1,-1,-1
CN(C)c1ccc(/C=C(/NC(=O)c2ccccc2)C(=O)NCCN2CCOCC2)cc1,1,-0.4,91,-2,0,-2.2,-4,-0.3,10,8
CCC(=O)Nc1cccc(NC(=S)NC(=O)c2ccccc2C)c1,-5,-0.5,98,4,1,-3.3,3,0.1,-12,-2
CCOC(=O)N1CCN(C(=O)CN(C2CCCCC2)S(=O)(=O)c2ccc(Cl)cc2)CC1,6,-2.9,94,-1,-2,1.8,-7,-0.1,0,1
COc1ccc(OC)c(NC(=O)C2CCCN2S(=O)(=O)c2cccc3nsnc23)c1 (stereo unspecified),2,-0.6,99,5,-2,-2.0,-2,-0.1,-1,2
CC(C)(C)NC(=O)c1ccc(NC(=O)CSc2ccccc2)cc1,5,-0.4,100,0,1,-0.8,3,0.1,-4,-4
O=C(N/N=C/C(Cl)=C\c1ccccc1)c1ccco1,1,-0.4,93,9,-2,-0.5,4,-0.1,-10,2
Cc1cccc(/C(N)=N/OC(=O)c2cccc3ccccc23)c1,-4,-0.4,91,-3,5,-3.5,-4,1.2,-22,5
COC(=O)c1ccc(N2C(c3ccsc3)=Cc3cc4c(cc3C2CC(=O)c2ccco2)OCO4)cc1 (stereo unspecified),.,-0.7,99,-1,.,.,-2,-0.3,.,-7
S=c1[nH]nc(-c2n[nH]c3c2CCC3)n1/N=C/C=C/c1ccco1,5,-0.1,97,-5,1,-2.5,10,0.0,2,-1
CCC(c1nnnn1Cc1cccs1)N1CCN(C(=O)c2ccco2)CC1 (stereo unspecified),-5,-0.2,90,-1,-1,-2.9,-1,-0.2,-9,-2
CC(/C=C(\NC(=O)c1ccccc1)C(=O)N=Nc1c(O)[nH]c2ccc(C)cc12)=C\c1ccccc1,8,0.6,73*,-1,1,-1.1,9,-0.8,62*,0
COc1ccccc1Nc1nc(N(C)c2ccccc2)nc(N)c1[N+](=O)[O-],0,0.5,100,-3,3,-2.6,2,0.0,-6,-2
O=C(NC1CCCCC1)c1n[nH]c2c1CCCCC2,2,-4.2,93,12,-23,-1.6,-6,0.1,-16,1
COC(C[C@@H]1O[C@@H]1C(=O)[C@H](C)OCc1ccccc1)OC,0,-2.2,92,1,1,-1.9,-1,0.3,10,-1
O=C(Nc1c2c(nn1-c1ccc([N+](=O)[O-])cc1)CS(=O)(=O)C2)C1CC1,1,0.1,93,-15,2,-0.6,9,0.1,3,9
CC1COc2ccccc2N1C(=O)c1ccc(F)cc1 (stereo unspecified),0,2.2,98,-8,1,-1.5,-2,0.1,5,5
COc1ccccc1/C=N/n1cnnc1,4,3.2,97,4,0,-0.1,3,-0.2,4,7
CCn1c(=O)[nH]c2ccccc2c1=O,-5,-1.9,97,1,2,0.0,-4,-0.3,2,-1
CCc1ccccc1N(CC(=O)NCC1CCCO1)C(=O)CCC(=O)Nc1cc(C)on1 (stereo unspecified),13,-0.3,99,4,2,-1.4,-1,0.0,4,6
O=C(C1CCN(S(=O)(=O)c2cccs2)CC1)N1CCCC(C(F)(F)F)C1 (stereo unspecified),-2,0.1,104,2,0,-0.6,-1,-0.2,0,0
CCOCCn1c(CC)nc2ccccc21,-3,0.4,98,-4,2,-0.8,4,0.0,16,1
COCCCNC(=S)NNC(=S)Nc1ccc(F)cc1F,11,0.5,100,-2,1,-3.1,-21,0.2,-2,-5
CCOc1cccc2sc(Nc3nc4ccc(NC(C)=O)cc4s3)nc12,9,1.5,92,6,21,-1.1,2,0.1,22,6
N=C1/C(=C\c2coc3ccccc3c2=O)C(=O)N=C2SC=CN12,9,0.8,98,-1,4,-2.4,-2,0.1,-4,3
CCOC(=O)/C(C#N)=C/c1cn(CCOc2ccc(OC)cc2)c2ccccc12,6,3.3,108,0,0,2.1,5,1.1,1,-1
O=C1CCCc2c1nc(-c1ccc([N+](=O)[O-])cc1)n2O,27,0.9,104,-3,3,-2.1,7,0.0,-1,0
CN1CCN(NC(=O)NC2CCCCC2)CC1,9,-0.3,99,36,1,-0.9,0,-0.3,-1,-2
Cc1ccc(OCCC(=O)OC(C)C(=O)NC2CC2)cc1 (stereo unspecified),-3,0.1,101,0,-1,1.2,-11,0.1,-5,-4
COc1ccc(/C=N\n2nnc3ccccc32)cc1,10,-5.3,104,0,-18,9.0*,-5,-0.1,-18,4
Cc1cc(C)cc(NC(=O)N2CCCC2C(=O)NCc2ccco2)c1 (stereo unspecified),-6,4.0,95,-3,0,-2.2,-4,-0.3,10,1
COc1ccc(C(C)(O)c2nc(-c3ccoc3)cs2)cc1 (stereo unspecified),-3,-1.8,95,13,6,0.0,14,0.0,-4,2
CC(NC(=O)CSc1ncccc1C(=O)O)C1CC2CCC1C2 (stereo unspecified),-2,-0.9,93,-1,3,-1.1,-5,-0.1,-6,2
CC(C)CCNC(=O)C1CC(=O)N(C2CCCC2)C1 (stereo unspecified),-2,1.0,102,-1,-3,-2.7,0,-0.2,5,4
c1ccc(Cn2nnc3c(N4CCOCC4)ncnc32)cc1,14,-1.3,103,1,0,1.7,0,0.0,15,5
O=C(NCCc1ccc(Cl)cc1)C1CCN(C(=O)c2sccc2-n2cccc2)CC1,-1,-1.7,97,26,-4,-1.3,6,0.2,-6,-2
COc1ccc(-c2nnc3n(CCc4ccccc4)c(=O)c4ccccc4n23)c(OC)c1,7,-2.2,93,0,-3,0.5,-5,-0.3,4,2
CCC/C=N/NC(=O)c1cc(Br)ccc1O,7,0.7,85,1,2,-1.4,1,0.1,8,4
CCC(CO)Oc1cc(NC(=O)c2ccccc2[N+](=O)[O-])c2ncn(C(C)C)c2c1 (stereo unspecified),8,-3.3,98,10,1,-1.0,-10,-0.3,19,1
O=c1c2c(C(F)(F)F)cc(C(F)(F)F)nc2[nH]n1-c1ccccc1,-4,3.9,104,-7,1,-1.9,2,-0.1,2,0
Cc1ccc(C)c(NC(=O)c2cc([N+](=O)[O-])cc([N+](=O)[O-])c2)c1,-1,-0.2,97,2,2,-0.9,-2,0.3,2,2
O=C(Cc1ccccc1)NCC(=O)N1CCN(c2ccccc2)CC1,1,-0.3,99,-1,-1,-2.4,2,-0.1,17,1
CCCCC(=O)Nc1ccc(C(=O)NNC(=S)NC(=O)c2ccccc2[N+](=O)[O-])cc1,5,0.9,98,-3,0,-1.6,-8,0.0,-2,-4
CCCN1CCC(NC(=O)Nc2cc(Cl)ccc2OC)CC1,-1,-0.4,98,1,-5,-2.4,8,0.0,10,0
CN(C)c1ccc(-c2nn3c(-c4ccc(Cl)cc4)nnc3s2)cc1,4,0.3,98,4,1,1.1,3,0.2,-3,3
Cc1ccc(/C=N/n2c(C3CCCCC3)n[nH]c2=S)s1,4,-0.7,96,0,-1,6.2,4,0.6,-2,3
Cc1cccc(NC(=S)NNC(=O)c2cccc([N+](=O)[O-])c2)c1,1,0.1,100,21,2,-1.1,-2,-0.3,-8,5
C/C(=C\C(=O)c1ccc(Br)cc1)NCc1ccc(C)cc1,6,-0.1,98,-1,1,2.2,-3,0.0,-24,2
Cc1ccc(N(C(=O)c2sc(C)nc2C)C(C(=O)NC(C)(C)C)c2ccncc2)cc1 (stereo unspecified),1,-1.2,97,1,2,0.2,2,0.0,-8,-1
Fc1ccc2nc(Nc3nc4cc5c(cc4s3)OCCO5)sc2c1,1,-2.6,90,8,-5,0.1,-4,0.3,-11,-5
